Epigenetic mod: qHTS Assay for Epigenetic Modulators; mouse C127i GFP locus derepression, cytometry, 30 h; Potency, µM (top dose mostly 46.1 µM), inactives show at the top dose GFP derepression (activation); 68,000 compounds, 0.09% hits; AID 597, 2007; further: % of control where 0% means no effect
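Murine C127i mammary cells carrying a silenced, stably integrated CMV-driven GFP reporter were treated with compound for 30 hours at 37 C. After PBS washes, GFP-positive cells were counted by laser-scanning microplate cytometry.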
HEK293 cAMP cs: qHTS Assay for Agonists of the Thyroid Stimulating Hormone Receptor: Activators of Intracellular cAMP Concentrations in Parental HEK 293. parental HEK293 CNG cAMP sensor, membrane potential fluorescence. Potency, µM (doses to about 57.1 µM), for the others: at the top dose activation, most hits filed as activators. 73,000 compounds, 2.5% hits. AID 938, 2007; further: potency means the concentration at half of the fitted maximal effect; % of control where 0% means no effect; nearly all actives have a fitted effect of over 55% in size
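Parental HEK 293 cells stably expressing a modified CNG channel (no TSHR) report cAMP rise as membrane depolarization. Membrane potential dye with 100 uM RO 20-1724 was loaded for 60 min at room temperature, then compound added for 30 min; fluorescence read at 590 nm.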
BRCT PPI red: qHTS Assay for Inhibitors of BRCT-Phosphoprotein Interaction (Red Fluorophore). Breast cancer type 1 susceptibility protein (Homo sapiens), P38398. BRCT-phosphopeptide binding, red fluorescence polarization. Potency, µM (top dose mostly 76.9 µM), for the others: at the highest dose activity change, negative = inhibition, hits mostly inhibitors. 75,000 compounds, 0.03% hits; further: on the % scale 0 is the no-effect control and ±100 the full control effect
Target sequence (P38398 whole entry, looked up): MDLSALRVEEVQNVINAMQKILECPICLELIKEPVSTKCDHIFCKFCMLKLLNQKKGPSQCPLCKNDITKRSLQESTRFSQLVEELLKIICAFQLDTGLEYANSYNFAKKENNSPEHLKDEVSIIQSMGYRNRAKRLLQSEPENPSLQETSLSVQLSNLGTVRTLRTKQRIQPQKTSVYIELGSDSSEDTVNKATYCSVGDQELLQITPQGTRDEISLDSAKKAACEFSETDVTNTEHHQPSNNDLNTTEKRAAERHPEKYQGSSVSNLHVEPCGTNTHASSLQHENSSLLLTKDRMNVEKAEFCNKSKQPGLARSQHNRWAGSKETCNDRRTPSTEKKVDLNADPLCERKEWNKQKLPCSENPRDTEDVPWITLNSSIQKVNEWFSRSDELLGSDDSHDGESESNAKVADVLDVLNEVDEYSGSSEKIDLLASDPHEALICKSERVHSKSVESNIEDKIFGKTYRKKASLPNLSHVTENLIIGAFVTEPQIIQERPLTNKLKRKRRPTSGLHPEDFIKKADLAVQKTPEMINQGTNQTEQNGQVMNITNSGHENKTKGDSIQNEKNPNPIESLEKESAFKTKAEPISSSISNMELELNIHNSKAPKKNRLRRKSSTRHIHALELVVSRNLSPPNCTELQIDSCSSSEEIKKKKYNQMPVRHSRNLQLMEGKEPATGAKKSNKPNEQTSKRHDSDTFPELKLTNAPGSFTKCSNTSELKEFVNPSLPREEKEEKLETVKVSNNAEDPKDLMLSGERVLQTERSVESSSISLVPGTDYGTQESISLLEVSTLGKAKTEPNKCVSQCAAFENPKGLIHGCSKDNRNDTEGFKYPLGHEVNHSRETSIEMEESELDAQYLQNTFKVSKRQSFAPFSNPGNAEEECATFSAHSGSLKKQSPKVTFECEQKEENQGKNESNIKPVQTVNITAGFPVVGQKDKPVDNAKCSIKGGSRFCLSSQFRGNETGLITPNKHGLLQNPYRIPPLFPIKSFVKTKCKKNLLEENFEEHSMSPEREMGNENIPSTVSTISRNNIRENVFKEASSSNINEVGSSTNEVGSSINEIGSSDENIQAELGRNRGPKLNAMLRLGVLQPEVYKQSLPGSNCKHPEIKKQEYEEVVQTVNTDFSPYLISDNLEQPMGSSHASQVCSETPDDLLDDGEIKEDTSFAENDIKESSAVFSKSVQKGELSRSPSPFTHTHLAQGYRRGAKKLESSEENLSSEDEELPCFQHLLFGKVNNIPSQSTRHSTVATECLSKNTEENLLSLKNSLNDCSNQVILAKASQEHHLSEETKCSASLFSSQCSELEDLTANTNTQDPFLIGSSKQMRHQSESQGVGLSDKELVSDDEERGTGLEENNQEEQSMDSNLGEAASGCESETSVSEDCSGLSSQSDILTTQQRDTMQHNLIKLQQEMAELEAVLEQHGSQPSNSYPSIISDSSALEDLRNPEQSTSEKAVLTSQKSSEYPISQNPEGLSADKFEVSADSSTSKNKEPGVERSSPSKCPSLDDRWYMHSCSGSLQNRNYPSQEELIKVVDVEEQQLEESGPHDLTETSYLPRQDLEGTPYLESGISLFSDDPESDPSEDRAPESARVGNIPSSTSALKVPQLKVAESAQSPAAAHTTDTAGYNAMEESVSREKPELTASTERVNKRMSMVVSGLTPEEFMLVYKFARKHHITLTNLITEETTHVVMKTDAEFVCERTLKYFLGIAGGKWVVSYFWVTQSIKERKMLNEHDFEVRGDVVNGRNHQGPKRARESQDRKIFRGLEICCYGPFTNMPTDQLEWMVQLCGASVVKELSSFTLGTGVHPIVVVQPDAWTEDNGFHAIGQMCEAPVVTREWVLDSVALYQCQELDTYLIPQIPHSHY
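Fluorescence polarization: 100 nM His-tagged BRCA1 BRCT with 100 nM TAMRA-labelled phospho-BACH1 decapeptide, phosphate buffer pH 7.3 with 150 mM NaCl, DTT, 0.01% Tween 20; 12 min RT. Binding inhibition seen as FP decrease.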
Caspase-1 inhib: qHTS Assay for Allosteric/Competitive Inhibitors of Caspase-1 | 75,000 compounds, 0.03% hits | Potency, µM (doses to about 57.5 µM), for inactives: at the highest dose activity change, negative = inhibition, usual class: inhibitors | P29466 | AID 900, 2007 | Caspase-1 enzyme, Ac-WEHD-AFC fluorogenic rate;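 further: potency means the concentration at half of the fitted maximal effect; plate controls were vehicle for no effect and no substrate for full effect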
A350 autofl: qHTS Assay for Spectroscopic Profiling in A350 Spectral Region; AID 590, 2007; Compound autofluorescence, 340/450 nm, Alexa 350 dye-equivalents; active compounds read high; max dye-equivalent concentration, M; 59,000 compounds, 11% hits; in the data active means max dye-equivalent concentration above about 10 nM; inconclusive means mostly about 1.1 nM to 9.6 nM
Fluorescein autfl: qHTS Assay for Spectroscopic Profiling in Fluorescein Spectral Region; Compound autofluorescence, 480/540 nm, fluorescein-equivalent; active compounds read high; max fluorescein-equivalent concentration, M; 59,000 compounds, 0.91% hits; AID 593, 2007; in the data active means max fluorescein-equivalent concentration above about 10 nM; inconclusive means between about 1.1 nM and that limit
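Tris 100 mM pH 8.0; 15 min RT; CCD read, ex 480/em 540 nm. Output: fluorescein-equivalent concentration per compound concentration, from six-point dye series on each plate.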
BRCT PPI green: qHTS Assay for Inhibitors of BRCT-Phosphoprotein Interaction (Green Fluorophore). Breast cancer type 1 susceptibility protein (Homo sapiens), P38398. BRCA1 BRCT-phosphopeptide binding, green fluorescence polarization. Potency, µM (series often up to 76.9 µM), for inactives: top-dose activity change, negative = inhibition, hits mostly inhibitors. 75,000 compounds, 0.05% hits. AID 875, 2007;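 further: potency means the concentration at half of the fitted maximal effect; plate controls were peptide without protein for full effect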
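Compounds were incubated for 12 min at room temperature with a complex of 100 nM fluorescein-tagged pBACH1 decapeptide and 250 nM His-tagged BRCT protein. Buffer was phosphate pH 7.3 with EDTA, DTT and Tween 20. Disruption of binding lowers the polarization signal.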
Casp7 inh: qHTS Assay for Allosteric/Competitive Inhibitors of Caspase-7; Potency, µM (top dose mostly 57.5 µM), for inactives: at the top dose activity change, negative = inhibition, hits mostly inhibitors; recombinant caspase-7, Ac-DEVD-AFC fluorescence rate; AID 889, 2007; 75,000 compounds, 0.02% hits; P55210; active means well fitted inhibition curve with a large enough effect in the main read-out, with a control signal flat, not every such curve was filed as active; inconclusive means small, poorly fitted or top-dose-only effect, or a change in a side signal; further: potency means the concentration at half of the fitted maximal effect; % of control where 0% means no effect
USP2a inhib: qHTS Assay for Inhibitors of Ubiquitin-specific Protease USP2a; AID 927, 2007; USP2a enzymatic assay, qHTS inhibition; Ubiquitin carboxyl-terminal hydrolase 2 (Homo sapiens), O75604; 60,000 compounds, 0.1% hits; Potency, µM (doses to about 38.3 µM), without a hit: top-dose activity change, negative = inhibition, hits mostly inhibitors;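 further: potency means the concentration at half of the fitted maximal effect; nearly all actives have a fitted effect of over 60% in size; plate controls were DMSO for no effect and NEM full inhibition control for full effect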
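20 nM USP2 core + cpd, 30 min RT; add 20 nM Ub-PLA2/20 uM NBD C6-HPC; read Ex460/Em535 at 0 h and 2.5 h. Normalized to NEM; qHTS curve fit/classification.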
4-MU autofl: qHTS Assay for Spectroscopic Profiling in 4-MU Spectral Region; max dye-equivalent concentration, M; compound autofluorescence, 340/450 nm, 4-MU equivalents; active compounds read high; 59,000 compounds, 11% hits; in the data active means max dye-equivalent concentration above about 10 nM; inconclusive means mostly about 1.1 nM to 9.6 nM
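Intrinsic fluorescence at 340/450 nm (ex/em) was read after 15 min at room temperature in pH 8.0, 100 mM Tris. Each compound concentration expressed as 4-MU-equivalent concentration from a six-point 4-MU standard series on each plate.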
UbGFP stabilizer: Ubiquitin-GFP Assay | Potency, µM (top dose mostly 45.9 µM), for inactives: at the highest dose activation (GFP accumulation), most hits filed as activators | 67,000 tested, under 10 active | Ubiquitin-GFP reporter cells, proteasome inhibition, GFP fluorescence; response scale: untreated = 0%, 10 µM MG-132 = 100%; active means well fitted activation curve with a large enough effect, not every such curve was filed as active; inconclusive means small, poorly fitted or top-dose-only effect, or another doubt; inactive means no such curve, though single readings can be large or run the other way; further: potency means the concentration at half of the fitted maximal effect
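Proteasome blockade was scored as a rise in GFP-expressing U2OS cells carrying a ubiquitin(G76V)-GFP construct, imaged after 4 hr compound treatment at 37 °C across a 46 uM–2.9 nM series.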
Starred values were filed as active, the others as inactive; i = inactive; u = inconclusive; x = no result given; [ ] = dose if it differs, or a comment. Unless noted, the call rests on the fitted dose curve; in most records, active means well fitted curve in the direction sought with a large enough effect; inconclusive means small, poorly fitted or top-dose-only effect, or another doubt; inactive means no such curve, though single readings can be large; an effect the other way counts as inactive or inconclusive.

Order of values: Fluorescein autfl, 4-MU autofl, USP2a inhib, Caspase-1 inhib, A350 autofl, BRCT PPI red, Casp7 inh, Epigenetic mod, UbGFP stabilizer, HEK293 cAMP cs, BRCT PPI green
> COC(=O)c1cc(C(=O)OC)cc(S(=O)(=O)Nc2ccc(Cl)c(N)c2)c1
→ i, i, 5.8%, -1.2%, i, 0.3%, -0.2%, -1.2%, -2.5%, -29.2%, -1.8%
> Cc1nnc(NC(=O)CSc2nnc(Cc3cccn3C)n2C)s1
→ x, x, x, -2.8%, x, 0.8%, 2.1%, x, 6.5%, u, -3.0%
> NC(=O)c1ccccc1NC(=O)CCc1ccccc1
→ x, x, 3.5%[7.66 µM], -0.7%, x, 0.9%, 1.1%, 0.0%, -3.4%[9.17 µM], 2.3%[11.4 µM], 0.4%
> COC(=O)c1ccc(C(NC(=O)OCc2ccccc2)/C(=C/[C@@H](C)C(=O)Nc2ccccc2)c2cccnc2)cc1 (stereo partly drawn)
→ x, x, x, -2.6%, x, 1.1%, -2.2%, x, x, 16.8%, -1.3%
> O=c1n(-c2ccccc2)c(=O)n2n1CCCC2
→ i, i, 0.0%, -0.5%, i, 1.3%, -0.4%, -2.7%, 3.0%, -7.3%, -0.3%
> Nn1c(Cc2cccc3ccccc23)nnc1SCC(=O)NC1CCS(=O)(=O)C1 (stereo not drawn)
→ u, i, -0.1%, -0.5%, i, 0.5%, -0.7%, -2.3%, 3.4%, -6.4%, -0.5%
> Cc1nn2c(N3CCN(C(=O)c4ccco4)CC3)cc(C(C)(C)C)nc2c1-c1ccccc1
→ i, 7.58e-08M*, 8.4%, -1.5%, 8.45e-08M*, 0.9%, -2.1%, 4.7%, 0.0%, 2.8%, -2.0%
> Cc1onc(-c2c(F)cccc2Cl)c1C(=O)OCn1nnc2ccccc2c1=O
→ x, x, -7.9%[7.66 µM], -0.7%, x, 1.2%, 1.0%, 5.0%, 4.5%[9.17 µM], 26.2%[11.4 µM], -0.7%
> COc1cc2c(cc1OC)C1=C(C#N)CC/C(=N\S(=O)(=O)c3ccccc3)N1CC2
→ x, x, x, -10.5%, x, -4.0%, -10.6%, x, 0.0%, u, 2.5%
> CC(C)C[C@H](NC(=O)OC(C)(C)C)c1nnc(SCc2cccc(F)c2)o1
→ u, i, 2.5%, -1.9%, i, -2.2%, -1.3%, -4.3%, -6.4%, u, -1.4%
> CC(=O)OCC1OC(C#Cc2ccc(Br)cc2)C=CC1OC(C)=O (stereo not drawn)
→ x, x, x, -3.9%[11.5 µM], x, 2.1%[15.4 µM], -2.1%[11.5 µM], x, x, 1.0%[11.4 µM], -0.9%[15.4 µM]
> Cc1ccc(NC(=O)NC(=O)N(c2ccccc2)S(C)(=O)=O)cc1
→ u, i, -8.8%, 2.2%, i, -3.0%, 0.1%, -1.2%, -7.1%, 2.4%, 0.5%
> Cc1ccc2cc3c(NC(=O)c4ccco4)nn(CC(C)C)c3nc2c1
→ i, i, 6.1%, -1.7%, i, 0.0%, -0.1%, 7.3%, 2.0%, 9.2%, 0.3%
> COC(=O)c1cc(-c2c(C)oc3cc(OC)ccc3c2=O)c(C)o1
→ u, i, 0.5%, 0.5%, i, -0.9%, -1.3%, 1.6%, -2.9%, u, -0.6%
> COC(=O)c1cccc(S(=O)(=O)N(Cc2ccco2)Cc2cc3ccc(OC)cc3[nH]c2=O)c1
→ u, i, 10.4%, -3.0%, i, -0.1%, -2.3%, -1.3%, -2.0%, -3.1%, -0.6%
> Cc1ccc(-c2nc(C)sc2CC(=O)NCc2ccco2)cc1
→ i, 1.3e-08M*, 4.8%, -4.1%, 1.3e-08M*, -0.4%, -4.1%, 1.0%, 1.7%, 8.5%, 1.5%
> Cc1ccccc1-n1c(Cn2c(=O)sc3ccccc32)nnc1SC(C)C
→ x, x, x, -2.5%, x, -0.5%, 1.6%, 6.9%, 2.9%, 15.4%, -1.2%
> CC1CCCCN1S(=O)(=O)c1ccc(NC(=O)CSc2nnnn2C)cc1 (stereo not drawn)
→ i, i, -2.9%, 1.5%, i, -0.9%, 0.8%, 0.0%, 4.1%, -3.2%, 1.5%
> Cc1cccc(NC(=O)CN2CCCN(S(=O)(=O)c3ccc(Br)s3)CC2)c1
→ i, i, 5.4%, -1.8%, i, -1.2%, -2.6%, 2.4%, -3.3%, u, -5.7%
> CCOC(=O)N1CCC(Nc2c(Nc3ccc(C)c(C)c3)c(=O)c2=O)CC1
→ i, i, 33.6%[activator], -0.8%, i, 0.4%, -3.5%, -1.4%, -7.3%, 13.0%, 0.9%
> Cn1c(SCc2ccc(F)cc2)nnc1-c1ccccn1
→ u, i, 4.5%, 2.4%, i, 0.6%, -0.9%, 2.1%, x, 17.8%, -1.5%
> CN(C)c1ccc(O)c2c1C[C@@H]1C[C@H]3C(N(C)C)C(=O)C(C(N)=O)=C(O)[C@@]3(O)C(=O)C1=C2O (stereo partly drawn)
→ x, x, 49.1%[activator], -7.8%, x, -14.7%, 0.4%, x, x, x, -1.4%[3.08 µM]
> CC(=O)c1ccc(OCC(C)C)c(CC(C(N)=O)C(N)=O)c1
→ x, x, x, -1.0%, x, -1.4%, -0.9%, -2.3%, 3.3%, 6.0%, -1.1%
> Cc1ccc(-c2cc(C(F)(F)F)n3ncc(C(=O)O)c3n2)cc1
→ i, u, 3.2%, -7.2%, u, -3.2%, -3.2%, -1.0%, 1.6%, -5.7%, -1.8%
> COc1ccc(NC(=O)Nc2cccc(OC)c2)cc1
→ x, x, x, 2.5%, x, 0.2%, -0.7%, x, x, u, 0.8%
> NC(=O)c1cc(S(=O)(=O)NC2CCCCC2)co1
→ i, i, -21.2%, -0.2%, i, 0.4%, -0.1%, -2.9%, 5.7%, 14.0%, -1.9%
> CC(C)(C)NC(=O)NC(=O)COC(=O)CNC(=O)c1cccc(F)c1
→ i, i, 2.6%, 2.6%, i, -1.7%, -2.2%, 3.3%, 1.9%, -9.5%, -1.0%
> O=C1CC(O)(C(F)F)Oc2ccc3ccccc3c21 (stereo not drawn)
→ i, 1.22e-06M*, 10.5%, -9.1%, 1.75e-06M*, -0.8%, -7.8%, 4.3%, -1.7%, 10.9%, -2.5%
> O=C(c1ccc(Br)o1)N(c1ccc(Br)cc1)C1C=CS(=O)(=O)C1 (stereo not drawn)
→ i, i, 11.0%, 3.0%, i, -0.9%, 1.5%, 4.1%, 0.8%, u, -1.5%
> CCOc1ccc(Cc2nnc(N)s2)cc1OCC
→ i, i, -2.8%, -3.8%, i, 0.5%, -0.3%, 0.0%, 0.0%, 2.7%, 0.4%

Three structures out of the list, arranged by formula weight, largest number first.
Order of values: Fluorescein autfl, 4-MU autofl, USP2a inhib, Caspase-1 inhib, A350 autofl, BRCT PPI red, Casp7 inh, Epigenetic mod, UbGFP stabilizer, HEK293 cAMP cs, BRCT PPI green
> Cc1cccc(NC(=O)CN2CCCN(S(=O)(=O)c3ccc(Br)s3)CC2)c1
→ i, i, 5.4%, -1.8%, i, -1.2%, -2.6%, 2.4%, -3.3%, u, -5.7%
> CCOc1ccc(Cc2nnc(N)s2)cc1OCC
→ i, i, -2.8%, -3.8%, i, 0.5%, -0.3%, 0.0%, 0.0%, 2.7%, 0.4%
> NC(=O)c1cc(S(=O)(=O)NC2CCCCC2)co1
→ i, i, -21.2%, -0.2%, i, 0.4%, -0.1%, -2.9%, 5.7%, 14.0%, -1.9%

Next entries.
Order of values: Fluorescein autfl, 4-MU autofl, USP2a inhib, Caspase-1 inhib, A350 autofl, BRCT PPI red, Casp7 inh, Epigenetic mod, UbGFP stabilizer, HEK293 cAMP cs, BRCT PPI green
> Cn1c2c(c(=O)n(C)c1=O)CN(CC1CCCO1)CN2 (stereo not drawn)
→ i, u, -7.5%, -0.7%, u, 0.2%, 0.3%[0.00368 µM], -0.1%, -0.9%, -3.7%, -1.6%
> COc1ccc(COC(=O)N/N=C2/C[C@@H](O)[C@@H](O)[C@@H]3[C@@H]4C(=O)N(Cc5ccc6c(c5)OCO6)C(=O)[C@H]4CC[C@@H]23)cc1
→ x, x, x, -1.6%[11.5 µM], x, -0.4%[15.4 µM], 0.1%[11.5 µM], x, x, -3.1%[11.4 µM], 0.1%[15.4 µM]
> CC(=O)N1CCC[C@@]2(CCN(c3ccncc3)C2)C1
→ i, i, -22.0%, -4.0%, i, -1.6%, -1.5%, 2.2%[9.22 µM], -6.7%, 28.7%, -6.7%
> O=C(Cn1cnc2ccccc2c1=O)NCCC(=O)N1CCN(Cc2ccccc2)CC1
→ i, i, 2.1%, -0.2%, i, -1.1%, -2.3%, 0.0%, -8.3%, -0.6%, 1.7%
> C(=N\n1cnnc1)/c1cn(Cc2ccccc2)c2ccccc12
→ x, x, -4.7%, -2.0%, x, -1.5%, -2.1%, 0.0%, -16.7%, 12.6%, -3.9%

Screening data (PubChem BioAssay)

An excerpt, so the mix of outcomes need not match the whole.
